Vif-APOBEC3G blk: qHTS for Inhibitors of Vif-A3G Interactions: qHTS; DNA dC->dU-editing enzyme APOBEC-3G (Homo sapiens), Q9HC16; Potency, µM (highest dose often 46.1 µM), for the others: at the highest dose activity, negative = active, actives largely listed as inhibitors; hit rate 0.076% among 410,000; HeLa A3G-eYFP + Vif (tagged APOBEC3G with the HIV-1 protein that degrades it), YFP fluorescence, overnight;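 note: % is set by controls: 0 for no effect and ±100 for the full control effect; nearly all actives have a fitted effect of over 60% in size; hits raise eYFP signal because A3G escapes Vif-driven loss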
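Read-out is eYFP fluorescence (Ex 488/Em 500-530) from Vif-expressing HeLa A3G-eYFP cells; more signal means A3G escaped Vif-mediated degradation. Cells plated overnight, compound pinned in, incubated overnight at 37 deg C.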
USP1-UAF1 inh: Inhibitors of USP1/UAF1: Primary Screen. Ubiquitin carboxyl-terminal hydrolase 1 (Homo sapiens), O94782. recombinant USP1/UAF1, Ub-Rhodamine cleavage fluorescence. Potency, µM (highest dose often 57.1 µM), for inactives: at the top dose activity change, negative = inhibition, usual class: inhibitors. hit rate 0.23% among 390,000. AID 743255, 2014; note: % is set by controls: 0 for no effect and ±100 for the full control effect; nearly all actives have a fitted effect of over 60% in size; inactives centre near -12
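USP1/UAF1 complex (1 nM) preincubated 15 min at room temperature with compound, then Ub-Rho substrate (150 nM final) added. Kinetic fluorescence at 480/540 nm over 6 reads at 60 s intervals; 50 mM HEPES pH 7.8, 0.5 mM EDTA, 0.1 mg/ml BSA, 1 mM TCEP, 0.01% Tween-20.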
RXFP1 ag: qHTS Assay for Agonists of the Relaxin Receptor RXFP1; hit rate 0.3% among 370,000; Potency, µM (highest dose often 57.5 µM), for inactives: top-dose activation, most hits filed as activators; HEK293T-RXFP1 cAMP TR-FRET, 30 min; response scale: percent of porcine relaxin response, buffer zero; AID 2676, 2010; Relaxin receptor 1 (Homo sapiens), Q9HBX9; note: % is set by controls: 0 for no effect and ±100 for the full control effect; nearly all actives have a fitted effect of over 60% in size; many of its hits are not listed in these tables
Target sequence (Q9HBX9 whole entry, looked up): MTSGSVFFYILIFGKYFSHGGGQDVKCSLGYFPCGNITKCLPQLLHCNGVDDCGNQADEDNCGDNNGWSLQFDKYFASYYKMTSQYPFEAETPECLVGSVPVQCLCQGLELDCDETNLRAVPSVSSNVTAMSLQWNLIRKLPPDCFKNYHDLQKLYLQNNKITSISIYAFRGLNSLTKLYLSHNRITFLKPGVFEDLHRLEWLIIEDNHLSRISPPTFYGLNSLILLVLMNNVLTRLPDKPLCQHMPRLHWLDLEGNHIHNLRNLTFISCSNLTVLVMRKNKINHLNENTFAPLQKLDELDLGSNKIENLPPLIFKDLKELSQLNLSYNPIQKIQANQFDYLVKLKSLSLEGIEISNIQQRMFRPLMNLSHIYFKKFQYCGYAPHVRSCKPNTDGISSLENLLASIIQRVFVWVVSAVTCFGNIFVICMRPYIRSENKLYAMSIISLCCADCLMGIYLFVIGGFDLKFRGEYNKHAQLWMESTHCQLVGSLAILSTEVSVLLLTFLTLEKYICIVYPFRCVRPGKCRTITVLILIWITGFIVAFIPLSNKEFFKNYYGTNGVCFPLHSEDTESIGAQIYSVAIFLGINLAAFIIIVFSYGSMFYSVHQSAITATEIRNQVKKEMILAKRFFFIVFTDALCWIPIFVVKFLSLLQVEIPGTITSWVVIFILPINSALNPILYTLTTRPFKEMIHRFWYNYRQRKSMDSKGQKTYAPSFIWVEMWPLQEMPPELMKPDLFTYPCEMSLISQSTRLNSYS
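HEK293 cells stably expressing RXFP1, treated 30 min at 37C with compounds plus PDE4 inhibitor Ro 20174; cAMP measured by HTRF TR-FRET. Normalized to buffer and 29 nM porcine relaxin; EC50 by Hill fit.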
12-LOX inh: Primary qHTS assay for inhibitors of human arachidonate 12S-lipoxygenase (ALOX12): Round 2; purified 12hLO, xylenol orange hydroperoxide absorbance; Potency, µM (series often up to 108 µM), without a hit: at the highest dose activity change, negative = inhibition, most hits filed as inhibitors; hit rate 1.1% among 580,000; AID 1671190, 2021; note: % is set by controls: 0 for no effect and ±100 for the full control effect
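Purified human 12hLO (150 nM final) in 25 mM Hepes, 0.01% Triton X-100, pH 7.0 was preincubated 15 min at room temperature with compound. Then 40 uM arachidonic acid was added, 30 min. Hydroperoxide was read by Fe-XO absorbance ratio 573/405 nm.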
rTrxR1 inhibitor: qHTS Assay for Inhibitors of Mammalian Selenoprotein Thioredoxin Reductase 1 (TrxR1): qHTS; recombinant rTrxR1, NADPH fluorescence consumption, selenite substrate; Potency, µM (doses to about 114 µM), without a hit: top-dose activity change, negative = inhibition, most hits filed as inhibitors; hit rate 1% among 390,000; AID 588453, 2011; note: % is set by controls: 0 for no effect and ±100 for the full control effect; nearly all actives have a fitted effect of over 65% in size
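Rat TrxR1 (90 nM in the dispensed reagent) was pre-reduced with 400 uM NADPH for 5 min at room temperature, then incubated with compound for 15 min. After 400 uM selenite was added, NADPH fluorescence (Ex 340/Em 450 nm) was followed for 8 min.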
Vif-A3F inh: qHTS for Inhibitors of Vif-A3F Interactions: qHTS; HeLa A3F-eYFP + Vif (tagged APOBEC3F with the HIV-1 protein that degrades it), YFP fluorescence increase; AID 602313, 2012; hit rate 0.2% among 390,000; Potency, µM (highest dose often 46.1 µM), without a hit: top-dose activity, negative = active; note: % of control where 0% means no effect; nearly all actives have a fitted effect of over 65% in size
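Fluorescence increase (Ex 488/Em 500-530) after overnight compound treatment at 37 deg C flags inhibition of Vif-driven A3F-eYFP loss in stable HeLa A3F-eYFP/Vif cells seeded overnight beforehand.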
RGS4 inhibitor: Inhibitors of Regulator of G Protein Signaling (RGS) 4: qHTS. Regulator of G-protein signaling 4 (Homo sapiens), P49798. Transcreener GDP fluorescence polarization, RGS4-accelerated GTP hydrolysis. Potency, µM (highest dose often 114 µM), without a hit: top-dose activity change, negative = inhibition, usual class: inhibitors. hit rate 0.039% among 390,000. AID 504845, 2011; note: % is set by controls: 0 for no effect and ±100 for the full control effect; nearly all actives have a fitted effect of over 75% in size; some results filed as inactive show a strong effect at the top dose
Target sequence (P49798 whole entry, looked up): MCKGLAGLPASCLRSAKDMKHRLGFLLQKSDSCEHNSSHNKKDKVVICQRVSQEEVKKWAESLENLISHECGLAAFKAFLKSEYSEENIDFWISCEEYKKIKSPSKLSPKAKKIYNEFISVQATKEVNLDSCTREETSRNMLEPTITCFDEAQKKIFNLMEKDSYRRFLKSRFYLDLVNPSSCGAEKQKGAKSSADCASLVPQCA
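MLSMR compounds (23 nl, pin-transferred) preincubated 10 min at room temperature with a 500nM (2x) first reagent, then RGS4 at 900nM (2x) plus Transcreener GDP mix added; fluorescence polarization (620/688 nm) read before and after 90 min at 30 °C.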
IDH1 R132H inh: qHTS for Inhibitors of mutant isocitrate dehydrogenase 1 (IDH1): qHTS; Isocitrate dehydrogenase [NADP] cytoplasmic (Homo sapiens), O75874; IDH1-R132H enzyme, NADPH consumption, diaphorase/resazurin fluorescence; Potency, µM (doses to about 76.6 µM), for the others: at the top dose activity change, negative = inhibition, hits mostly inhibitors; hit rate 0.093% among 390,000; AID 602179, 2012; note: % is set by controls: 0 for no effect and ±100 for the full control effect; nearly all actives have a fitted effect of over 65% in size
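IDH1-R132H (0.5 ug/mL dispensed) in pH 7.5 Tris buffer was preincubated 30 min with compound, then given a substrate mix of 0.016 mM NADPH and 2 mM alpha-KG for 80 min at room temperature; remaining NADPH was read by diaphorase/resazurin fluorescence.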
TrxR1 substrate: qHTS Assay for Substrates of Mammalian Selenoprotein Thioredoxin Reductase 1 (TrxR1): qHTS | purified TrxR1 substrate turnover, NADPH consumption readout | Potency, µM (highest dose often 114 µM), without a hit: top-dose activity change, negative = substrate turnover | hit rate 0.01% among 390,000 | Thioredoxin reductase 1, cytoplasmic (Rattus norvegicus), O89049; note: % is set by controls: 0 for no effect and ±100 for the full control effect; nearly all actives have a fitted effect of over 50% in size
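Rat TrxR1, dispensed at 90 nM, was prereduced with 400 uM NADPH (final) for 5 min at ~22 deg C, then incubated with compound 15 min before 400 uM selenite. A first-read NADPH fluorescence drop versus no-compound background flagged substrates.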
An asterisk follows results filed as active; u = inconclusive; x = not tested or not shown; [ ] = another dose, or the depositor's remark. Calls come from the whole dose curve; as a rule, active = well fitted curve in the direction sought with a large enough effect; inconclusive = small, poorly fitted or top-dose-only effect, or another doubt; inactive = no such curve, though single readings can be large; an effect the other way counts as inactive or inconclusive. Potency is the fitted concentration of half-maximal effect. An excerpt; the hit share may differ from the screen's.

#	smiles	Vif-APOBEC3G blk	USP1-UAF1 inh	RXFP1 ag	12-LOX inh	rTrxR1 inhibitor	Vif-A3F inh	RGS4 inhibitor	IDH1 R132H inh	TrxR1 substrate
1	CCN1c2ccccc2-c2nc(SCC(=O)Nc3ccc(C)c(Cl)c3)ncc2S1(=O)=O	-3%	u	6.0%	-12%	21%[57.1 µM]	3%	0%	-3%	8%[57.1 µM]
2	Cn1c(SCC(=O)Nc2cc([N+](=O)[O-])ccc2F)nnc1C(F)(F)F	0%	-17%	2.0%	-8%	-3%	-3%	2%	6%	-7%
3	Cc1cc(C)cc(NC(=O)NNC(=O)c2cc3occc3[nH]2)c1	-1%	-21%	-2.8%	-7%	-8%	8%	9%	-3%	3%
4	CCS(=O)(=O)c1ccc2oc(Nc3ccccc3Cl)nc2c1	-8%	-10%	2.7%	4%	17%	25%	11%	7%	3%
5	CCCCN(C(=O)c1cc2c(s1)CCC2)c1c(N)n(CCCC)c(=O)[nH]c1=O	-1%	-1%	0.7%	-25%	12%	0%	3%	0%	-7%[57.1 µM]
6	O=[N+]([O-])c1ccc(CS(=O)(=O)N2CCN(c3ccccc3)CC2)cc1	-5%	-19%	3.2%	27%	19%	9%	-15%	0%	1%
7	CC(=O)Nc1ccc(N/C=C2/CCCC2=O)cc1	0%	-17%	-6.2%	17%	u	15%	-8%	1%	u
8	CCCC(C(=O)Nc1ccc(S(=O)(=O)Nc2nccs2)cc1)c1ccccc1 (configuration not stated)	-10%	-15%	0.8%	8%	0%	u	-23%	2%	-10%[57.1 µM]
9	CCCN1CCN(CCCNC(=O)Cn2c(-c3cccs3)cc3ccccc32)CC1	0%	-6%	-0.2%	-2%	6%	2%	-6%	-16%	70%[activator]
10	Cc1ccc(S(=O)(=O)Cc2ccc(C(=O)N3CCCCC3C)cc2)cc1 (configuration not stated)	0%	-17%	2.7%	-7%	-8%	4%	-37%	9%	-4%
11	c1csc(Cn2c(-c3cccs3)nc3ccccc32)c1	0%	-10%	3.7%	0%	0%	-21%	32%	0%	62%[activator]
12	COc1ccc(-c2nc(NC(=O)c3[nH]c(C)c(C(C)=O)c3C)sc2C)cc1	-4%	u	11%	-8%	24%[57.1 µM]	5%	-35%	3%	11%[57.1 µM]
13	CCOc1ccc(NC(=O)N2CCN(Cc3ccc4c(c3)OCO4)CC2)cc1	5%	-11%	-0.3%	-11%	20%	1%	-6%[11.4 µM]	0%	3%
14	S=c1nccc(-c2cc(Cl)sc2Cl)[nH]1	0%	-14%	0.6%	u	1%[57.1 µM]	3%	-6%	-1%	9%[57.1 µM]
15	Clc1ccc(OCCn2ccnc2)c2ccccc12	-1%	-10%	1.2%	-21%	12%	1%	8%	9%	4%
16	C=CCn1c(O)c(N=NC(=O)CNC(=O)c2ccncc2)c2ccccc21	4%	-25%	-0.3%	4%	2%	3%	9%	13%	-5%
17	COc1ccc(NC(=O)COC(=O)Cn2cnc3ccccc3c2=O)cc1OC	1%	-28%	0.0%	-12%	18%	14%	7%	-6%	5%
18	CSCCC(NC(=O)c1ccco1)C(=O)N1CCC(C(N)=O)CC1 (configuration not stated)	-4%	0%	1.5%	17%	3%	-1%	1%	11%	3%
19	CCCCNC(=O)CN(c1cccc(F)c1)S(C)(=O)=O	4%	-18%	2.6%	0%	-9%	-3%	-29%	5%	0%
20	COc1ccc(CCNC(=O)C2(C)CCC(=O)N2Cc2ccc(F)cc2Cl)cc1OC (configuration not stated)	-1%	-15%	0.2%	20%	5%	1%	20%	-2%	-6%
21	COC(=O)c1cccc(Nc2ncnc3sccc23)c1	-5%	-26%	1.8%	2%	6%	-5%	-27%	1%	2%
22	CC(C)Oc1ccccc1OCCCOc1cccc2cccnc12	-7%	u	1.9%	u	15%[57.1 µM]	2%	-8%	5%	4%[57.1 µM]
23	NNC(=O)CN1CCN(c2ncc(C(F)(F)F)cc2Cl)CC1	1%	-19%	1.1%	9%	14%[57.1 µM]	12%	-14%	6%	5%[57.1 µM]
24	CC(/C=N/n1c(-c2ccco2)n[nH]c1=S)=C\c1ccco1	-7%	-12%	-0.9%	u	u	2%	-47%	5%	-15%

Rewritten with two lines to a compound: entries from further up
Values run as follows: Vif-APOBEC3G blk, USP1-UAF1 inh, RXFP1 ag, 12-LOX inh, rTrxR1 inhibitor, Vif-A3F inh, RGS4 inhibitor, IDH1 R132H inh, TrxR1 substrate
21) COC(=O)c1cccc(Nc2ncnc3sccc23)c1
    -5%, -26%, 1.8%, 2%, 6%, -5%, -27%, 1%, 2%
22) CC(C)Oc1ccccc1OCCCOc1cccc2cccnc12
    -7%, u, 1.9%, u, 15%[57.1 µM], 2%, -8%, 5%, 4%[57.1 µM]
23) NNC(=O)CN1CCN(c2ncc(C(F)(F)F)cc2Cl)CC1
    1%, -19%, 1.1%, 9%, 14%[57.1 µM], 12%, -14%, 6%, 5%[57.1 µM]

Other results:
#	smiles	Vif-APOBEC3G blk	USP1-UAF1 inh	RXFP1 ag	12-LOX inh	rTrxR1 inhibitor	Vif-A3F inh	RGS4 inhibitor	IDH1 R132H inh	TrxR1 substrate
25	Nc1c(C(=O)NCCN2CCOCC2)c2nc3ccccc3nc2n1CCc1ccccc1	-1%	-15%	5.7%	u	21%	1%	17%	7%	176%[activator]
26	COc1ccc2c(c1)CCc1c(C(=O)NCc3ccco3)noc1-2	-3%	-10%	1.7%	22%	-11%	2%	-14%	-3%	6%
27	Cc1nnc(N/N=C/c2ccccc2O)n1N	-1%	u	1.7%	48%[activator]	8%	u	-6%	18%	-14%
28	CCN1CCN(C(=O)c2ccc3c(=O)n(CCC4=CCCCC4)c(=O)[nH]c3c2)CC1	-2%	3%	-0.2%	3%	-10%	x	35%	5%	-11%
29	CCC(C)N1CCN(S(=O)(=O)c2ccc(NC(C)=O)cc2)CC1 (configuration not stated)	-7%	-26%	3.9%	u	5%	0%	2%	8%	1%
30	CC12CCCC(C(C#N)C(N)=O)(C1)NC(=O)C2C#N (configuration not stated)	0%	7%	x	-2%	7%	-12%	-7%	-2%	-2%
31	CCC1(N(C(C)=O)c2ccc(OC)cc2)C(=O)c2ccccc2C1=O	1%	10%	-1.2%	-5%	17%	-3%	-10%	-3%	8%
32	Cc1nn(CC(=O)NCCC2=CCCCC2)c(C)c1[N+](=O)[O-]	1%	-21%	0.6%	-20%	-7%[57.1 µM]	-1%	9%	0%	-3%[57.1 µM]

A second format for some results above:
Screens in order: Vif-APOBEC3G blk, USP1-UAF1 inh, RXFP1 ag, 12-LOX inh, rTrxR1 inhibitor, Vif-A3F inh, RGS4 inhibitor, IDH1 R132H inh, TrxR1 substrate
[26] COc1ccc2c(c1)CCc1c(C(=O)NCc3ccco3)noc1-2
  -3%, -10%, 1.7%, 22%, -11%, 2%, -14%, -3%, 6%
[27] Cc1nnc(N/N=C/c2ccccc2O)n1N
  -1%, u, 1.7%, 48%[activator], 8%, u, -6%, 18%, -14%

More structures
#	smiles	Vif-APOBEC3G blk	USP1-UAF1 inh	RXFP1 ag	12-LOX inh	rTrxR1 inhibitor	Vif-A3F inh	RGS4 inhibitor	IDH1 R132H inh	TrxR1 substrate
33	COCC(=O)Nc1c(C(=O)Nc2ccccc2OC)oc2ccccc12	4%	-13%	23%	-10%	u	-2%	-6%	1%	71%[activator]
34	CC(C)(C)NC(=O)/C(=C\C=C\c1ccccc1)NC(=O)c1ccc([N+](=O)[O-])cc1	-3%	3%	1.8%	-2%	13%[57.1 µM]	5%	-9%	-4%	-3%[57.1 µM]
35	C[C@H](CO)N1C[C@H](C)[C@@H](CN(C)S(=O)(=O)c2ccccc2)Oc2ccc(NC(=O)Nc3ccccc3)cc2C1=O	-10%	-7%	x	u	4%	5%	-2%	2%	-4%
36	O=C(CN1CCN(c2ccccn2)CC1)Nc1nc2ccccc2s1	4%	-9%	-0.1%	0%	16%	-21%	6%	3%	-3%
37	COc1ccc(N/C=C/C(=O)c2ccc(C)cc2)c([N+](=O)[O-])c1	0%	-24%	x	-13%	5%[57.1 µM]	4%	5%[11.4 µM]	-3%	-9%
38	Cn1nnc2c[n+](CC(=O)c3ccc4ccccc4c3)cc(Br)c21	u	-26%	0.0%	23%	-7%	u	-3%	0%	7%

High-throughput results: PubChem, National Center for Advancing Translational Sciences (NCATS)
